Screening data (PubChem)
HTT cytoprotect: cytoprotection in Huntington HTT-Q103 PC12 cell model; PC12 HTT-Q103 induced, cytoprotection, ATP luminescence, 40 h; AID 1471; 0.14% of 230,000 active; Potency, µM (highest dose often 56.4 µM), inactives show cytoprotection (ATP increase), hits mostly activators;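 also: potency is read from the fitted curve at half-maximal effect; % of control where 0% means no effect; nearly all actives have a fitted effect of over 45% in size; toxic huntingtin expression switched on by the ecdysone agonist tebufenozide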
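Quantitative HTS on tebufenozide-induced (100 nM) PC12 cells expressing HTTQ103 exon 1–GFP; compounds tested as a concentration series; survival measured via cellular ATP.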
HTT aggregate: inhibitors of mutant huntingtin aggregate formation in PC12 cells; Potency, µM (titrated, usually from 46.1 µM), without a hit: top-dose activity change, negative = inhibition, actives largely listed as inhibitors; AID 1688; 1.1% of 220,000 active; PC12 HttQ103-GFP aggregates, Acumen cytometry, 40 h; also: potency is read from the fitted curve at half-maximal effect; % is scaled to controls: 0 for no effect and ±100 for the full control effect; nearly all actives have a fitted effect of over 60% in size
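Quantitative HTS on tebufenozide-induced (100 nM) PC12 cells stably expressing polyQ103 Huntingtin exon 1–GFP. Reduction of bright GFP aggregates, detected by laser scanning cytometry after lysis, identified actives across the titration.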
KinaseGlo FLuc: blocks Kinase-Glo luciferase, a counter-screen artifact; 0.28% of 200,000 active; Q27757; Kinase-Glo luciferase, ATP luminescence, 8 min; Potency, µM (titrated, usually from 38.3 µM), for the others: top-dose activity change, negative = inhibition, actives largely listed as inhibitors; also: potency is read from the fitted curve at half-maximal effect; % is scaled to controls: 0 for no effect and ±100 for the full control effect; nearly all actives have a fitted effect of over 60% in size
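Substrate mix (final 50 mM imidazole pH 7.2, 50 mM KCl, 7 mM MgCl2, 10 uM ATP, 0.01% Tween 20, 0.05% BSA) plus pin-tool compound, then Kinase-Glo detection mix; 8 min ambient, luminescence read.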
CBFb-RUNX1 inh: inhibitors of human CBF-beta and RUNX1 interaction; Potency, µM (titrated, usually from 59.8 µM), inactives show at the top dose activity, negative = inhibition, most hits filed as inhibitors; AID 1477; Q01196+Q13951; 230,000 tested, under 10 active; AlphaScreen CBFb-His/RUNX1-biotin binding, biochemical; also: % of control where 0% means no effect
Target sequence (Q01196 whole entry, looked up): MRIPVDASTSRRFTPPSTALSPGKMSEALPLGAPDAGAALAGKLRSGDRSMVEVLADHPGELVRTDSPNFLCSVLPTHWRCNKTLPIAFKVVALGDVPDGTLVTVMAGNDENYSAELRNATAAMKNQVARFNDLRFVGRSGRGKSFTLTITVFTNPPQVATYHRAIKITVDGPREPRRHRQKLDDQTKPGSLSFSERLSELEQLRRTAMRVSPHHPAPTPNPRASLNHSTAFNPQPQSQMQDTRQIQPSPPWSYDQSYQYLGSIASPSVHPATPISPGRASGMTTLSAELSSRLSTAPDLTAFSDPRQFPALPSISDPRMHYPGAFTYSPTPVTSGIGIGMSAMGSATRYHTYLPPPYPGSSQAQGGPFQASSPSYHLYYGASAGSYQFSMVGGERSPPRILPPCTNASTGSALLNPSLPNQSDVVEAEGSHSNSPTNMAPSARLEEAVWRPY
Target sequence (Q13951 whole entry, looked up): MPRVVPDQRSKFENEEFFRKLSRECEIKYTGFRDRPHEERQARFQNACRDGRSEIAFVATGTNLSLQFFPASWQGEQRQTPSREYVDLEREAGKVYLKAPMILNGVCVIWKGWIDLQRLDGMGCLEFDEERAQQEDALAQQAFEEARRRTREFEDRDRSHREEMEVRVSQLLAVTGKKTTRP
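Interaction loss through any mechanism counts as activity. Pre-formed complex of His-CBF-beta and biotin-RUNX1 (30 nM apiece) is incubated with compound 15 min, then with 50 ng nickel and 50 ng streptavidin beads for 90 min before AlphaScreen detection.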
SMN2 splice enh: increases expression of the SMN2 splice variant; 2.8% of 210,000 active; HEK293 SMN2-luciferase splicing reporter, luminescence, 30-36 h; AID 1458; Potency, µM (titrated, usually from 46.1 µM), for inactives: top-dose activity change, positive = activation, hits mostly activators; also: potency is read from the fitted curve at half-maximal effect; % of control where 0% means no effect; nearly all actives have a fitted effect of over 55% in size
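HEK293 cells carry an SMN2 […]–luciferase reporter in which exon 7 inclusion puts luciferase in frame. Cells were plated 10-12 h before compound addition, then incubated 30-36 h at 37C. ONE-Glo luminescence was read; sodium butyrate at 4.5 mM final served as control.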
IMPase Li inh: membrane-permeable IMPase blocker, potentiated with lithium; 0.35% of 210,000 active; Potency, µM (series often up to 59.4 µM), for the others: at the highest dose activity, negative = IMPase inhibition, most hits filed as inhibitors; AID 1457; CHO-M1 cells, IP1 TR-FRET (IP-One), carbachol + lithium;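 also: IP1 builds up when IMPase is blocked and the TR-FRET signal falls; potency is read from the fitted curve at half-maximal effect; plate controls were basal vehicle for no effect and high inhibitor control for full effect; nearly all actives have a fitted effect of over 50% in size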
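Readout is a homogeneous TR-FRET IP1 immunoassay (Ex 320, Em 665 and 620), where raised cytosolic IP1 lowers signal. Cells were CHO-M1 treated 30 min at 37C with test compounds plus a little lithium; AC50 values came from Hill-equation fitting.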
LMNA splice mod: LMNA splicing modulation. HeLa LMNA splicing GFP/RFP minigene ratio, 48 h. Potency, µM (highest dose often 46.1 µM), inactives show at the top dose ratio change, negative = inhibition, most hits filed as inhibitors. 0.01% of 200,000 active. AID 1487; active = well fitted inhibition curve with a large enough effect in the signal ratio, with a control signal flat, not every such curve was filed as active; inconclusive = small, poorly fitted or top-dose-only effect, or effect the other way, or a change in a side signal; the % refers to the signal ratio; also: potency is read from the fitted curve at half-maximal effect; % is scaled to controls: 0 for no effect and ±100 for the full control effect
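S3 HeLa cells stably expressing lamin A-EGFP splicing minigene plus DsRed2, 600 cells/well, 48 h compound exposure at 37C. Laser-scanning cytometry; analysed as GFP (500-530 nm)/RFP (575-640 nm) total intensity ratio; 0.5% DMSO vehicle.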
Numbers without * were called inactive; ? = inconclusive; · = no result given; & = joins results of further samples; [ ] = dose if it differs, or a comment. Unless noted, calls follow the shape of the dose curve; as a rule, active = well fitted curve in the direction sought with a large enough effect; inconclusive = small, poorly fitted or top-dose-only effect, or another doubt; inactive = no such curve, though single readings can be large; an effect the other way counts as inactive or inconclusive.

SMILES	HTT cytoprotect	HTT aggregate	KinaseGlo FLuc	CBFb-RUNX1 inh	SMN2 splice enh	IMPase Li inh	LMNA splice mod
Cc1nc(C)c2c(=O)cc(-c3ccccc3)[nH]c2n1	-60%[inhibitor]	-5%	-2%	17%	?	-22%[38.3 µM]	?
Cc1cccc(Nc2cc(C)c3c(O)cccc3n2)c1C	·	?	-2%	2%[2.36 µM]	-4%	16%	?
COc1cccc(C(=O)COC(=O)C(C)N2C(=O)C3C4C=CC(C4)C3C2=O)c1 (stereo not given)	-1%	3%	4%	-12%	-20%	57%[activator][38.3 µM]	-9%
CCN(CC(=O)Nc1ccc(C(C)=O)cc1)CC(=O)Nc1cccc(OC)c1	-20%	10%	4%	8%	1%	8%	6%[9.22 µM]
C=CCSc1nnc(-c2c[nH]c3ccccc23)n1CCOC	-7%[0.074 µM]	-23%	·	2%	·	·	2%
CCOC(=O)c1cc(NC(=O)c2ccoc2C)cc(C(=O)OCC)c1	7%[10 µM]	-2%	-2%	9%	-16%	26%[38.3 µM]	-23%
CC[N+](C)(CC)CC(=O)Nc1c(C)cccc1C	-6%	·	-1%	?	·	19%	·
CSC1=NCCN1C(=O)c1ccc2ccccc2c1	5%[10 µM]	20%[9.22 µM]	·	7%	·	·	·
O=C(Cc1ccccc1[N+](=O)[O-])NCc1ccncc1	9%	-4%	-2%	-5%	3%	4%	3%[46 µM]
Cc1ccc(C)c(Cn2c(=O)n(-c3ccc(CC(=O)NCc4ccco4)cc3)c(=O)c3sccc32)c1	10%[10 µM]	14%	6%	13%	-1%	23%[38.3 µM]	0%
O=[N+]([O-])c1ccc(N2CCCCC2)nc1	-20%	-17%	0%	6%	-14%	0%[38.3 µM]	?
COc1ccccc1OCC(=O)NCCSCc1ccccc1Cl	·	-8%	2%	26%	19%	9%	?
Cc1ccc(C(C(=O)NCc2ccco2)N(CC2CCCO2)C(=O)Cn2nnc3ccccc32)cc1 (stereo not given)	-13%[10 µM]	8%	-1%	2%	-6%	11%[38.3 µM]	-7%
Cc1ccc(SCCC(=O)N/N=C/c2ccncc2)cc1	-25%	1%	9%	-2%	-6%	18%	27%[9.22 µM]
CCCCn1c(=N)n(CC(O)COc2ccccc2)c2ccccc21 (stereo not given)	-23%[10 µM]	-8%	-5%	1%	-13%	-14%[38.3 µM]	?
CC(C)n1c(-c2ccc(N(C)C)cc2)nc2ccccc21	-93%[inhibitor][0.074 µM]	-8%	-10%	-18%	10%	9%[38.3 µM]	?
CCc1cc(-c2onc(C)c2-c2cscn2)c(O)cc1OC	-15%	-9%	-1%	9%	-21%	-1%	9%[46 µM]
O=C1CC(c2ccc3c(c2)OCO3)c2cc(O)ccc2O1 (stereo not given)	-158%[inhibitor]	·	-2%[39.9 µM]	?	·	31%	·
Cc1ccc(CN2CCN(C3CSCCSC3)CC2CCO)cc1 (stereo not given)	15%[10 µM]	4%[9.22 µM]	-6%	5%	·	20%	19%[46 µM]
O=C1N(Cc2cccc(Cl)c2)C[C@@H]2C[C@@H](c3cccc4ncccc34)N3CCC[C@@]123	-4%[10 µM]	9%[9.22 µM]	-2%	2%	·	20%	·
COc1ccc2[nH]c(=O)c(CN(C(=O)C3CCCO3)c3ccc(C)c(C)c3)cc2c1 (stereo not given)	2%[10 µM]	-3%[9.22 µM]	·	5%	·	·	·
CC1CCCC(C)N1C(=O)c1cccc2c1-c1ccccc1/C2=N/O (stereo not given)	6%[1.9 µM]	7.9µM*	9%	5%	-12%	9%	-15%
COC(=O)N[C@@H](c1cccc(C)c1)C(C(C)=O)C(=O)OC (stereo not given in full)	-32%[inhibitor]	·	0%	-10%	10%	13%	·
COc1c(C=O)c(O)cc2c1C(=O)c1ccccc1C2=O	?	·	·	-25%&-10%	-1%&-24%	-14%&-24%	·
Cc1cc(=O)oc2cc(OCC(=O)NCc3ccncc3)ccc12	-1%	3%	3%	5%	2%	-7%[38.3 µM]	2%
Cc1cccc(N(C)S(=O)(=O)c2ccc3c(c2)NC(=O)CC(=O)N3)c1	-9%	6%	-3%	3%	-22%&-5%	-11%	17%[46 µM]
Cc1ccc(Nc2nc(N)nc(CSC(=S)N3CCN(c4ccccc4)CC3)n2)cc1	42%[10 µM]	23%	0%	-29%	-39%[inhibitor]	11%	?
O=C(CN1CCCC1)NC12CC3CC(CC(C3)C1)C2	11%[0.074 µM]	3%	-3%	7%	0%	-1%	7%
CN1CCNC(=O)C1CC(=O)NCC1(c2ccccc2)CCCCC1 (stereo not given)	-22%[10 µM]	-18%[9.22 µM]	-2%	-1%	·	-2%	?
Cc1cn(S(=O)(=O)c2ccc(Br)cc2)cn1	1%	-1%	-4%	0%	-19%	-12%[38.3 µM]	8%
CCOP(=O)(OCC)C(Nc1ccccc1)c1cc(OC)ccc1OC (stereo not given)	34%[0.074 µM]	5%	2%	1%	4%	6%	-10%
N#Cc1c(SC(C(=O)O)c2ccccc2)nc2c(c1-c1cccs1)CCCC2 (stereo not given)	-6%[10 µM]	6%[9.22 µM]	·	-7%	·	·	·
CC(C)CCN(C(=O)Cc1ccc(Cl)c(Cl)c1)c1c(N)n(Cc2ccccc2)c(=O)[nH]c1=O	-128%[inhibitor]	?	-1%	-5%	-48%[inhibitor]	10%	?
CCN(CC)S(=O)(=O)c1ccc(O)c(C(=O)OCC(=O)N2c3ccccc3CC2C)c1 (stereo not given)	22%[10 µM]	-1%[9.22 µM]	·	18%	·	·	·
Cc1ccc(-c2nnc(SCC(=O)Nc3ccccc3F)o2)cc1	-100%[inhibitor]	19%	-2%	4%	-65%[inhibitor]	-8%[38.3 µM]	-9%
Cc1ccccc1NC(=O)c1ccc(S(=O)(=O)C(F)F)cc1	7%[1.9 µM]	11%	-3%	-3%	26%	7%	-5%
[O-]/C(=C(\C(=S)Nc1ccc(Cl)cc1)[n+]1ccccc1)c1ccc(OC(F)F)cc1	-5%[10 µM]	4%	-1%	-10%	-37%[inhibitor]	1%	?
CCc1cc2cc(C)cc(C)c2nc1SCC(=O)N1CCN(C(=O)c2ccco2)CC1	?	?	1%	2%	-5%	-3%[38.3 µM]	-6%
Clc1cccc(CSc2nccn2-c2ccccc2)c1	19%	8%	0%	-16%	4%	4%[38.3 µM]	8%
O=C(NCCN1CCOCC1)C(=O)NCc1ccco1	·	·	-1%	2%	-7%	4%	10%[46 µM]
COc1cccc(/C=N/NC(=O)CSc2cccc3cccnc23)c1	-10%[10 µM]	18%[9.22 µM]	·	-17%	·	·	·
CCCCN(CC)CCNC(=O)c1cc2c(C)nc3ccccc3c2o1	-6%	9%	0%	-8%	-5%	22%	?
C[C@H]1CS(=O)(=O)CCN1/N=C\c1ccc([N+](=O)[O-])o1	2%[40.3 µM]	-6%[20.6 µM]	2%[17.1 µM]	-24%[21.7 µM]	-20%[20.6 µM]	-1%	?
Cc1cccc(C(=O)NC(=S)N2CCN(C(=S)NC(=O)c3cccc(C)c3)CC2)c1	·	-4%	3%	7%	-18%	7%	6%
O=C(O)c1ccc(CNC(=O)c2ccccc2NC(=O)c2cccc([N+](=O)[O-])c2)cc1	?	-15%	1%	12%	7%	7%	·
CCCOc1cc(C)c(S(=O)(=O)NCCOC)cc1C	-16%[0.074 µM]	?	-4%	3%	-26%	18%[38.3 µM]	?
Cc1ccc2c(c1)C(c1ccncc1)=NNC(c1ccc(F)cc1)=N2	8%[10 µM]	5%	-2%	-1%	15%	13%	-16%[46 µM]
COCCCn1cc(C(=O)c2cc(OC)ccc2OCC(=O)Nc2cc(C)on2)cc(C#N)c1=O	24%	0%	-2%	6%	?	27%[38.3 µM]	9%
Nc1nc2c(Cl)ccc(Cl)c2s1	-18%	-22%	0%	-3%	-32%[inhibitor]	-8%	3%[9.22 µM]
COc1cc(NC2c3ncccc3C(=O)N2Cc2ccco2)cc(OC)c1OC (stereo not given)	-15%	3%	-1%	9%	8%	1%	·
OC[C@@H]1[C@@H](c2ccc(Cl)cc2)C(c2ccccc2)=NN1c1ccccc1	-352%[inhibitor]	·	0%[39.9 µM]	?	·	22µM*	·
CN(C)/C=C(/C(=O)c1ccccc1Cl)S(C)(=O)=O	-6%[10 µM]	11%	0%	0%	-5%	5%	15%[46 µM]
CCCn1nnnc1SCC(=O)N1CCOCC1	24%	7%	-2%	1%	-11%	-3%[38.3 µM]	8%
CCOc1cc(CNc2ncc(-c3ccc(OC)cc3)n2C)ccc1O	-17%[0.074 µM]	7%	-2%	-2%	·	21%[38.3 µM]	6%
C=C(C)CSc1ncc(-c2cccc(C(F)(F)F)c2)cn1	14%	2%	-3%	16%	-5%	-3%[38.3 µM]	9%
CCNS(=O)(=O)c1cc(Br)ccc1OC	12%[0.074 µM]	6%	-2%	24%	?	14%[38.3 µM]	12%
O=C(CSc1nc2ccccc2[nH]1)NCC1CCCO1 (stereo not given)	11%[10 µM]	0%	1%	8%	9%	0%	-11%
COc1ccc(CCN2C(=O)CS/C2=N/NC(=O)c2ccccc2F)cc1OC	16%[10 µM]	-11%	-1%	0%	-1%	-8%	?
CCOc1ccc(CNc2cccc(SC)c2)cc1	-15%[10 µM]	-1%[9.22 µM]	-6%	-25%	·	3%	?
Cc1ccc(C(=O)Nc2ccc(N3CCOCC3)nc2N2CCOCC2)cc1	5%[10 µM]	8%[9.22 µM]	·	15%	·	·	·
O=C(c1cccc2c1C(=O)N(Cc1cccnc1)C2)N1CCN(c2ccccc2)CC1	7%	-13%	-2%	3%	-1%	9%[38.3 µM]	6%
Cc1ccccc1CSc1nc(C(C)(C)C)cc(=O)[nH]1	-26%	-3%[9.22 µM]	2%	1%	-5%	-2%	5%[46 µM]
